# GPR151 activ: activates the human receptor GPR151; PathHunter beta-arrestin GPR151 cells, luminescence; Q8TDV0; activation, % at 11.2 µM; AID 1508602; actives 1% (n = 650,000); in the data active means activation above about 4.9%;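 further: 0% = median of compound wells and 100% = cells with positive control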
# Target sequence (Q8TDV0 whole entry, looked up): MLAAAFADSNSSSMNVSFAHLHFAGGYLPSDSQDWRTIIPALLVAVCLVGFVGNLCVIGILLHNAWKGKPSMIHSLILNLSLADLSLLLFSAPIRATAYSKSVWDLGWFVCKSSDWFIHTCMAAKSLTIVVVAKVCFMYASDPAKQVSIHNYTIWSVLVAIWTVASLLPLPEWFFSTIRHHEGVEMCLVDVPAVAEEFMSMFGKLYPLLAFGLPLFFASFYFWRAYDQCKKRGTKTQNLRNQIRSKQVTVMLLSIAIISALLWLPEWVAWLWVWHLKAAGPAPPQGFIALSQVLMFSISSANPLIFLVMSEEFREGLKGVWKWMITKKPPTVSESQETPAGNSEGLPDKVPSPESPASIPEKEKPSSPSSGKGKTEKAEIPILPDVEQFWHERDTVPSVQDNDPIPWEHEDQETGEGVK
# MITF primary: blocks human microphthalmia-associated transcription factor; O75030; AlphaScreen MITF homodimerization, bead proximity signal; inhibition, % at 2.6 µM; actives 0.91% (n = 650,000); AID 1259374; in the data active means inhibition above about 50%;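 further: 0% = vehicle wells with protein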
# Target sequence (O75030 whole entry, looked up): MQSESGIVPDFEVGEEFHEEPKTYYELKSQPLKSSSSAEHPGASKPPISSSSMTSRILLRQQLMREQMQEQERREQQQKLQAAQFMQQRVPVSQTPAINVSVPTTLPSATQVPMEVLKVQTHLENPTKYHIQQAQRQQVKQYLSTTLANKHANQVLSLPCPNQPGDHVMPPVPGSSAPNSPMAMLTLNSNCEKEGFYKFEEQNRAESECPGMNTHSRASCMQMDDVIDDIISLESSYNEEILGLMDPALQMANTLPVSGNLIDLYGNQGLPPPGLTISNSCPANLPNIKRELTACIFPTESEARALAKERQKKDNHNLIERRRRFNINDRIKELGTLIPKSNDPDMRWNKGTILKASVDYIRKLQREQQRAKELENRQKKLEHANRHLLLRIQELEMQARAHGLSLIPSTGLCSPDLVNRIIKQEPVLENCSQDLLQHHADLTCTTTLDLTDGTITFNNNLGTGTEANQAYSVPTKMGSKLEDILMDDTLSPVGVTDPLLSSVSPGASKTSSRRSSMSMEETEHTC
# FBW7 act: activators of human E3 ligase FBW7; Q969H0; AID 1259310; normalized activity (activation), % at 26.1 µM; actives 0.13% (n = 650,000); AlphaScreen FBW7–phospho-cyclin E peptide binding, activator screen; in the data active means normalized activity above about 1.9%;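 further: purified mutant Fbw7 with reduced substrate affinity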
# TEAD-YAP inh: TEAD-YAP interaction inhibition | HEK-TIYL cells, TEAD-Gal4/YAP UAS-luciferase luminescence | inhibition, % at 9.12 µM | actives 1.4% (n = 640,000); in the data active means inhibition above about 32%;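 further: 0% = median of test compound wells and 100% = reference inhibitor wells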
# * hit, by the source's call; & = joins results of further samples. An unsorted share of the library; about 3.5% have a hit in one of these screens.
SMILES,GPR151 activ,MITF primary,FBW7 act,TEAD-YAP inh
COC(=O)CSc1nnc2c3c4c(sc3nc(C)n12)CCCC4,0.0,-14.9,0.1,-14.3
COc1cccc(C2=NC(C)(C(C)C)NC(c3cc(Br)ccc3O)C2)c1 (configuration not stated),-0.2,-2.7,-0.1,6.3
CC(=O)NC1(c2ccccc2)CCN(CC2COc3ccccc3O2)CC1 (configuration not stated),-0.8,-5.5,0.1,-14.7
Cc1c(C(=O)N2CCC[C@H]2CO)sc2ncnc(NCCN3CCOCC3)c12,-1.1,-6.7,-0.1,6.0
O=C(Nc1ccc(Cl)cc1Cl)c1cc(S(=O)(=O)N2CCc3ccccc32)ccc1F,-2.1,-8.2,-0.1,-4.5
COc1ccc(OCC2c3cc(OC)c(OC)cc3CCN2C(=O)C(C)(C)C)cc1 (configuration not stated),0.4,18.2,0.1,6.1
COc1ccccc1CN1CCNC(=O)C1CC(=O)N(C)C1CCOCC1 (configuration not stated),-0.6,7.1,0.2,0.7
O=C(CCCCCN1C(=O)c2ccccc2C1=O)Nc1ccc2c(c1)OCCO2,-0.1,10.8,0.3,5.5
COCCn1c(=NC(=O)c2cccc(F)c2)sc2cc([N+](=O)[O-])ccc21,0.1,17.0,0.2,-19.0
COCCN(C)C(=O)CC1(c2ccccc2C)CC(=O)N(C2CC2)C1=O (configuration not stated),-0.7,-9.6,0.0,-69.5
CCOC(=O)C(NC(=O)c1ccccc1)C(C)C (configuration not stated),-0.8,9.2,0.2,-0.6
COc1ccc(CCN(C)C2CCCN(C(=O)CCn3cnnn3)C2)cc1OC (configuration not stated),0.8,-3.8,-0.1,-1.6
O=C(NCCCS(=O)(=O)N1CCc2ccccc2C1)c1c(F)cccc1Cl,0.0,4.0,0.7,-2.9
CCOc1ccccc1-n1c(SCC(=O)Nc2ccc(CC)cc2)nc2n[nH]c(C)c2c1=N,-0.2,17.0,0.0,12.1
O=C(C1CCC(CNc2c(N3CCCCC3)c(=O)c2=O)CC1)N1CCCC1 (configuration not stated),-1.3,7.2,-0.1,-8.5
COc1ccc(/C=C2/SC(=Nc3ccccc3)NC2=O)cc1Br,0.9,8.5,0.0,9.9
CCc1nc(OCC(=O)c2ccccc2)c(C#N)c2c1COC(C)(C)C2,1.4,-4.0,0.4,1.7
COc1ccc(CNc2nccn3c(-c4ccc5ccccc5c4)cnc23)cc1,-1.1,-7.2,0.1,10.0
COc1ccc2cc(/C=N/OC(=O)Nc3ccccc3)ccc2c1,1.0,16.0,0.3,-14.9
COc1ccccc1NC(=S)N1CCC(C(N)=O)(N2CCCCC2)CC1,0.9,-6.6,-0.2,-1.0
COc1ccc(-c2cncc(C(=O)Nc3ccccc3)c2)cn1,2.1,4.9,0.4,-1.4
CCOC(=O)C(=O)NCc1ccc(Cl)cc1,0.3,7.0,-0.1,10.7
Cc1ccc(CNC(=O)c2ccc(N3CCOCC3)c([N+](=O)[O-])c2)cc1,1.0,-6.8,0.0,-13.8
O=C1c2cc3ccccc3cc2C(=O)N1c1cc(Cl)cc(Cl)c1,0.3,-4.2,-0.1,-9.4
CCC(CC)C(=O)Nc1c2c(nn1-c1ccc(OC)cc1)CS(=O)(=O)C2,7.4*,-4.3,0.0,-2.2
COc1ccc(C2=N/C(=C\c3cccc(OC)c3OC)C(=O)O2)cc1,1.0,4.0,0.0,-6.8
Cc1ccc(C2=CC(c3cccc(F)c3)n3nnnc3N2)cc1 (configuration not stated),1.7,3.2,0.1,7.6
N#CC1=C(N)Oc2c(ccc3cccnc23)C1c1ccccc1F (configuration not stated),-0.6,2.0,-1.1,58.4*
CC1(Cc2ccncc2)C(=O)Nc2ccc(F)cc21 (configuration not stated),0.2,3.6,-0.1,-2.4
COc1ccc(C(=O)OCCN(C)Cc2ccccc2)cc1,-0.1,3.9,-0.1,7.2
O=C(C1CCC1)N1CCN(CC(O)c2cccs2)CC1 (configuration not stated),2.4,-0.3,0.0,-0.2
COc1ccc(-c2cc(C(F)(F)F)n3ncc(C(=O)NC45CC6CC(CC(C6)C4)C5)c3n2)cc1,3.5,-6.8,0.0,-8.3
COCCCNCCn1cnc2c(N)ncnc21,7.2*,-7.0,-0.1,3.3
COc1ccc([N+](=O)[O-])cc1/C=N/NC(=O)Cc1ccccc1,0.4,1.9,-0.5,0.5
COc1cc(C(=O)Nc2ccc(O)c(-c3nc4cc(C)ccc4o3)c2)ccc1OCc1ccc(Cl)cc1,-0.6,3.8,-0.1,0.2
COc1ccc(N2CCN(CC(=O)c3ccc4c(c3)CCN4C(C)=O)CC2)cc1,-0.6,10.6,0.1,9.9
CN(C)c1ccc(C(=O)CC2(O)C(=O)N(C)c3ccccc32)cc1 (configuration not stated),-0.2,20.5,0.9,-3.7
O=C(NC1CCCCC1)c1cc2nc(-c3ccccc3)cc(-c3ccccc3)n2n1,-0.5,3.6,0.0,-7.7
O=C(NC1CCCCC1)c1ccc2nsnc2c1,1.4,4.1,0.0,-7.3
Cc1noc(/N=C/N(C)C)c1Sc1ccccc1[N+](=O)[O-],0.6,13.9,-0.1,6.3

# Another view of part of the listing above.
# Values run as follows: GPR151 activ, MITF primary, FBW7 act, TEAD-YAP inh
- COc1ccc(/C=C2/SC(=Nc3ccccc3)NC2=O)cc1Br
    0.9, 8.5, 0.0, 9.9
- COc1ccc(-c2cc(C(F)(F)F)n3ncc(C(=O)NC45CC6CC(CC(C6)C4)C5)c3n2)cc1
    3.5, -6.8, 0.0, -8.3
- O=C1c2cc3ccccc3cc2C(=O)N1c1cc(Cl)cc(Cl)c1
    0.3, -4.2, -0.1, -9.4
- O=C(C1CCC1)N1CCN(CC(O)c2cccs2)CC1 (configuration not stated)
    2.4, -0.3, 0.0, -0.2

# Continuation:
SMILES,GPR151 activ,MITF primary,FBW7 act,TEAD-YAP inh
COc1cccc(C(=O)Nc2nc3c(s2)C(=O)CC(C)(C)C3)c1OC,-0.7,24.6,0.2,-82.4
Cc1ccc(C2=NN3C(=O)c4ccccc4C3C2)cc1 (configuration not stated),0.3,8.9,0.2,-36.8
COC(=O)c1cc(Br)c[nH]c1=O,-0.6,7.8,0.0,-1.2
O=c1c(O)c(-c2ccc(O)c(O)c2)oc2cc(O)ccc12,-2.1&-2.9,23.3&40.4,-0.3&-0.2,-23.8&-10.3
COc1ccccc1N1CCN(c2ccc(-c3ccccc3)nn2)CC1,-4.8,3.1,-0.2,87.9*
C=C[C@@](C)(O)CCC1C(=C)C[C@H](O)C2C(C)(C)CCCC12C (some centres not stated),1.7,21.7,0.0,-3.2
COc1cccc(NC(=O)CSc2nnnn2-c2ccc(C(C)=O)cc2)c1,1.2,6.4,0.0,11.2
CCOC(=O)c1c(C)[nH]c(C)c1C(=O)CSc1nc(N)cc(=O)[nH]1,-0.5,-6.2,0.1,4.9
COc1ccc(C2N(C(=O)C(F)(F)F)C(C)CN2S(=O)(=O)c2ccc(C)cc2)cc1 (configuration not stated),-0.7,11.8,0.7,1.4
C=CCn1c(SCC(=O)Nc2ccc(OC)cc2OC)nc2sc(C)c(C)c2c1=O,-0.9,16.8,0.0,8.6
Cc1cnc(Nc2ccc(N3CCNCC3)cc2)cc1Nc1ccccc1C(N)=O,-1.3,18.2,0.2,32.8*
COc1ccc(NC(=O)CN2C(=O)c3cccc([N+](=O)[O-])c3C2=O)cc1Cl,-1.7,7.1,-0.2,-10.2
CC1(C)CC(=O)C2=C(C1)OC(N)=C(C#N)C2c1cc(Cl)ccc1Cl (configuration not stated),-0.3,-8.7,0.0,-2.8
CC(C)(C)OC(=O)NNC1=C(C(=O)C(F)(F)F)CCC1,-0.9,4.2,1.3,-36.1
CC(=O)N1CCc2c(sc(NC(=O)/C=C/c3cccc([N+](=O)[O-])c3)c2C(N)=O)C1,-1.1,9.8,0.0,0.9
O=C1c2ccc(Br)cc2C(=O)N1c1ccccc1,1.4,-2.1,0.2,5.2
N/C(Cc1ccc(Cl)c(Cl)c1)=N\OC(=O)c1ccc([N+](=O)[O-])cc1,-0.7,12.0,0.5,5.1
COc1ccc(C(=O)N2CCN(c3ccc(F)cc3)CC2)cc1OC,-1.4,20.4,0.2,2.3
CCOc1ccc(C(=O)N/N=C(/CC)c2ccc(O)cc2)cc1,1.1,-4.1,-0.2,-16.7
CC(=O)Oc1ccccc1CN1C(=O)C(C)Sc2ccc(C#N)cc21 (configuration not stated),0.0,9.7,-0.2,6.0
COc1ccccc1NC(=O)CCCCCN1C(=O)c2cccc([N+](=O)[O-])c2C1=O,0.5,-4.8,0.3,-9.4
Cc1cc([N+](=O)[O-])c(C)cc1NC1=CC(=O)CC(C)(C)C1,-0.1,-4.2,0.1,2.3
CCc1ccc(C2=NC(c3ccccc3OC)NC(c3cc(Br)ccc3O)C2)cc1 (configuration not stated),-0.1,-0.2,0.2,0.5
CCOC(=O)c1cc(-c2nnc(-c3ccc(Br)cc3)o2)c(C)nc1C,-1.6,-3.2,-0.1,10.2
Cc1ccc(CNc2c(-c3ccc(C)cc3)c(=O)c2=O)cc1,0.5,2.3,0.0,10.8
O=C1C(=O)N(CCN2CCOCC2)C(c2ccccc2F)/C1=C(\O)c1ccc(S(=O)(=O)N2CCOCC2)cc1 (configuration not stated),1.4,-6.4,-0.1,3.9
N#CC(C#N)=c1s/c(=C\c2cc3c(cc2[N+](=O)[O-])OCO3)c(=O)n1-c1ccc(F)cc1,1.2,12.2,0.2,7.1
COc1ccc(Oc2c(C(F)(F)F)oc3cc(OC)ccc3c2=O)cc1,-1.2,6.0,0.2,-3.1
Cn1cccc1/C=C1\CCc2ccccc2C1=O,-8.0,6.7,-0.5,63.9*
COc1cc(/C=N/NC(=O)CNC(=O)c2cccc(F)c2)cc([N+](=O)[O-])c1O,-1.1,13.8,0.1,-3.9

# 3 entries from above, ordered by SMILES length, ascending:
SMILES,GPR151 activ,MITF primary,FBW7 act,TEAD-YAP inh
O=C1c2ccc(Br)cc2C(=O)N1c1ccccc1,1.4,-2.1,0.2,5.2
COc1ccc([N+](=O)[O-])cc1/C=N/NC(=O)Cc1ccccc1,0.4,1.9,-0.5,0.5
O=C1C(=O)N(CCN2CCOCC2)C(c2ccccc2F)/C1=C(\O)c1ccc(S(=O)(=O)N2CCOCC2)cc1 (configuration not stated),1.4,-6.4,-0.1,3.9

# The results go on.
SMILES,GPR151 activ,MITF primary,FBW7 act,TEAD-YAP inh
Cc1cc(C)cc(N2C(=O)NC(=O)/C(=C\c3ccc([N+](=O)[O-])o3)C2=O)c1,-0.4,36.9,0.2,0.5
Clc1ccccc1-c1nc2nnnn2c2ccc(Br)cc12,0.4,-6.6,-0.1,-4.2
O=S(=O)(NCc1ccco1)c1ccc2c(c1)C(=NO)c1cc(S(=O)(=O)NCc3ccco3)ccc1-2,-0.2,18.7,0.1,8.0
COc1ccc2c3c([nH]c2c1)C(C)(C(=O)O)NCC3 (configuration not stated),-0.3,-12.2,-0.1,-3.4
CCC(CC)=NNC(=O)C(=O)Nc1ccc(F)cc1,-0.3,-13.6,-0.2,-12.2
Cc1cc(C)n2nc(C(=O)Nc3ccc(C#N)cc3)nc2n1,1.0,10.8,-0.1,1.9
N#CC1=C(N)Oc2n[nH]c(-c3ccc(F)cc3)c2C12C(=O)Nc1ccccc12 (configuration not stated),2.7,-4.5,-0.1,-0.2
CN(C)CCNC(=O)c1c(Cl)cccc1Cl,1.5,-3.7,0.1,-7.2
COc1ccccc1/C=C(\NC(=O)c1cccc(C)c1)C(=O)Nc1ccccn1,0.5,7.8,-0.2,11.6
CCC1=NN2C(=N)/C(=C/c3ccc(OCCOc4ccccc4C(C)CC)c(OC)c3)C(=O)N=C2S1 (configuration not stated),0.2,2.2,-0.1,1.4
Cn1c(SCC(=O)c2ccc3c(c2)OCCO3)nnc1-c1ccccc1N,0.3,-2.5,-0.1,-2.9
Cc1[nH]nc2c1C(c1ccccc1OCC(=O)N1CCOCC1)C(C#N)=C(N)O2 (configuration not stated),0.8,-2.1,-0.1,-3.7
C#CCN(Cc1nc(N2CCOCC2)c2cc(Cl)ccc2n1)Cc1ccco1,-1.2,-15.5,-0.3,0.3
Cn1c(SCC(=O)NC2CCCCC2)nc2c([nH]c3ccccc32)c1=O,0.1,-4.2,0.0,1.8
O=C(Nc1ccc([N+](=O)[O-])cc1Cl)c1ccncc1,-0.1,-10.2,0.0,-1.8
O=C(Cn1ncc2c1-c1ccccc1OC2)N(Cc1ccco1)C1CCCCC1,1.2,22.4,0.2,-4.2
CC1=C(C(=O)NCCN2CCOCC2)C2(CCC(C)CC2)OC1=O (configuration not stated),-0.4,9.1,-0.2,9.3
COC(=O)C1=C(C)NC2=C(C(=O)CC(c3ccc(OC)cc3)C2)C1c1cccc(O)c1 (configuration not stated),0.2,5.6,-0.1,4.6
CCOC(=O)C1=C(C)N=c2s/c(=C\c3ccc(-c4ccc(OC)cc4[N+](=O)[O-])o3)c(=O)n2C1c1ccccc1OC (configuration not stated),-0.2,10.7,0.3,-2.1
C/C(=N\OCC(O)CN1CCOCC1)C1COc2ccccc2O1 (configuration not stated),-0.1,51.1*,-0.3,-4.6
Cc1ccc(NC(=S)NCCCN2CCCC2=O)c(C)c1,0.0,19.4,0.0,3.4
Cc1cc2[nH]c(=O)c(=O)[nH]c2cc1S(=O)(=O)NC1CCC(C)CC1 (configuration not stated),7.4*,2.1,-0.1,-6.5
CCN(Cc1ccccc1)Cc1nc(CCc2ccccc2)no1,-2.0,9.2,-0.1,-4.6
O=C(Nc1nncs1)c1ccc(-c2ccccc2)cc1,-1.6,24.1,0.2,-58.5
CC1=C(C(=O)OCCc2ccccc2)C(c2ccccc2C(F)(F)F)CC(=O)N1 (configuration not stated),0.3,3.9,0.0,1.6
C[C@@H]1NC(=O)[C@@H]2C[C@H](NC(=O)Nc3cccc(F)c3)CN2C1=O,0.4,8.6,0.0,-1.4
CCOc1ccc(N2C(=O)C3C(C2=O)N2CCCN2C3c2ccc(F)cc2)cc1 (configuration not stated),-0.7,16.6,0.7,-5.8
